PriA SSB inh: inhibitors of Klebsiella pneumoniae PriA binding to SSB C-terminal tail; AlphaScreen SSBct-PriA binding, biotinylated peptide; inhibition, % at 33 µM; 430,000 tested, 0.6% active; AID 1272365; in the data active means inhibition mostly above about 37%, no sharp cut-off; inactive means mostly below about 20%;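 further: plate controls were negative control peptide for no effect and reference peptide for full effect; strong numbers were not always called active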
PfHsp40 yeast: compounds rescuing yeast from Plasmodium falciparum HSP40 toxicity; S. cerevisiae expressing PfHsp40, growth rescue, ATP luminescence; growth rescue, % at 12.5 µM; 340,000 tested, 0.68% active; AID 504582; in the data active means growth rescue above about 28%, passing the limit was not always enough; inconclusive means no clear call, values can overlap the other calls;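 further: yeast W303a lacking pdr1 and pdr3 grown in galactose medium; growth measured after three days at 30 °C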
BoNT-A LC inh2: blocks Botulinum neurotoxin A light chain protease; multiplex microsphere protease substrate cleavage, flow cytometry; inhibition, % at 10 µM; 360,000 tested, 0.17% active; AID 588499; further: plate controls were buffer without enzyme for full effect and enzyme alone for no effect
TcdB inh: inhibitors of Clostridioides difficile toxin B glycohydrolase | 350,000 tested, 0.24% active | inhibition, % at 9.99 µM | P18177 | AID 652162 | TcdB glycohydrolase enzymatic assay, plate reader; in the data active means inhibition above about 10%
Yp Topo-I inh: inhibitors of Yersinia pestis topoisomerase I. Y. pestis Topo-I cleavage product accumulation, plate reader. activity, % at 10 µM. 360,000 tested, 0.064% active. AID 504884; in the data active means activity above about 50%, passing the limit was not always enough; inconclusive means no clear call, values can overlap the other calls; further: inactives centre near 2
BH1578 lux ind: inducers of Vibrio cholerae quorum light production without autoinducers. V. cholerae BH1578 lux reporter, luminescence, 6 h. activation, % at 18.7 µM. 350,000 tested, 0.16% active; in the data active means activation mostly above about 9.7%, no sharp cut-off; inconclusive means no clear call, values can overlap the other calls; inactive means mostly below about 3.7%; further: not every result past the cut was called active; inactives centre near 0; reference of the scale not given here
PrPC surface inh: cell surface PrPC inhibition, primary TR-FRET screen. TR-FRET read-out. inhibition, % at 13.8 µM. 370,000 tested, 0.43% active; in the data active means inhibition above about 24%; further: 0% = median of the test wells and 100% = reference compound wells
Anthrax LF prot: inhibitors of Bacillus anthracis lethal factor protease | P15917 | 360,000 tested, 0.12% active | multiplex microsphere protease cleavage assay, LF | inhibition, % at 10 µM; further: plate controls were buffer without enzyme for full effect and enzyme alone for no effect
Target sequence (P15917 whole entry, looked up): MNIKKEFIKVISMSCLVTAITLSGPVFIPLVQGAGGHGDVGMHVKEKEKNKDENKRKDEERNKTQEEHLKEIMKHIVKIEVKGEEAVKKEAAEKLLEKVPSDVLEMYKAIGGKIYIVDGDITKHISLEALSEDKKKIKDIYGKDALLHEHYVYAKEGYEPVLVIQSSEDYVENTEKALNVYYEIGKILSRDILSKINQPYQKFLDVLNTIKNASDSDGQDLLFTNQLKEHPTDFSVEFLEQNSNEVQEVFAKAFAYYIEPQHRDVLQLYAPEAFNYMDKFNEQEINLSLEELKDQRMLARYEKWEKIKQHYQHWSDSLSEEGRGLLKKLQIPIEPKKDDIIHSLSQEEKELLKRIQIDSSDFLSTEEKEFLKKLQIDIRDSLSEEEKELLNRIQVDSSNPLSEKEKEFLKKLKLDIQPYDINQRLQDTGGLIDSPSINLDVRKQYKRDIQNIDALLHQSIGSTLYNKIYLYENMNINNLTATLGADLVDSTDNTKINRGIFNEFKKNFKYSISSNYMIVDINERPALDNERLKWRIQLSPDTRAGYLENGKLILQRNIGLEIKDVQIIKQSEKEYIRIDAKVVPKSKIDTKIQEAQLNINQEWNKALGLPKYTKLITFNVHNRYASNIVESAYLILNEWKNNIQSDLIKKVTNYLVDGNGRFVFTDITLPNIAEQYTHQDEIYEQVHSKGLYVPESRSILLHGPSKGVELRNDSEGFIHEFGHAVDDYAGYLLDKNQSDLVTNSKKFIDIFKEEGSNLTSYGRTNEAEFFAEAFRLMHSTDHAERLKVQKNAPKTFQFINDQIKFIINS
SARS 3CLpro inh: SARS-CoV 3CLpro protease inhibition; 290,000 tested, 0.14% active; inhibition, % at 6 µM; recombinant SARS-CoV 3CLpro, quenched FRET peptide cleavage; P0C6X7; AID 1706; in the data active means inhibition above about 12%
* = called active by the depositor; i = inactive; ? = inconclusive; . = not tested or not shown; & = joins results of further samples. Unless noted, no stated cut-off is given here; in the data, active means inhibition above about 30%; inconclusive means no clear call, values can overlap the other calls; inactive means below that. Only part of the results is shown; count on the stated rates, not on these rows.

SMILES	PriA SSB inh	PfHsp40 yeast	BoNT-A LC inh2	TcdB inh	Yp Topo-I inh	BH1578 lux ind	PrPC surface inh	Anthrax LF prot	SARS 3CLpro inh
Cc1nc(CCNC(=O)c2ccccc2)cs1	-1.1	5.5	0.3	.	-6.5	i	-5.6	2.2	3.4
COc1ccccc1C(=O)NNC(=O)c1sccc1-n1cccc1	-8.6	-1.1	-1.1	0.0	-0.7	-0.9	-3.9	-5.0	-5.9
O=C(c1n[nH]c(=O)c2ccccc12)N1CCN(c2ccccc2Cl)CC1	-21.0	3.4	0.6	.	12.8	-0.3	-7.8	-0.7	0.3
Cc1ccc(S(=O)(=O)N2Cc3cc(N4CCOCC4)ccc3-n3nncc3C2)cc1	.	.	-2.5	0.0	.	.	-6.1	-12.2	.
COc1ccc(CNc2nc3c(c(=O)[nH]c(=O)n3C)n2Cc2ccccc2C)cc1	-9.9	0.1	-0.8	0.1	26.1	-0.3	7.1	-3.7	0.0
O=C(/C=C/c1ccco1)Nc1ccccc1N1CCCCC1	-1.4	-0.6	0.6	2.2	11.4	1.0	-19.4	-0.8	-1.0
CCOC(=O)C(C)(C)NS(=O)(=O)c1ccc(Cl)c([N+](=O)[O-])c1	-5.7	0.8	0.0	-0.1	0.7	1.0	-11.0	-1.4	-1.8
COc1ccc(CN2CCN(Cc3cc4ccccc4o3)CC2CCO)cc1C (stereo not drawn)	0.8	-0.4	-2.5	0.0	19.6	i	-4.1	-8.0	-2.1
CCN(CC)C(=O)Cn1cc(S(=O)(=O)CC(=O)Nc2ccc(F)cc2)c2ccccc21	3.6	-0.1	?	-0.1	5.2	i	-2.2	?	-8.5
CCC(=O)Nc1c2c(nn1-c1cccc(Cl)c1)CSC2	-7.8	0.4	0.0	0.8	0.4	-0.1	6.7	2.3	0.4
CCOC(=O)c1cc(/C(C)=N/OC(=O)c2ccc(Cl)cc2)on1	.	.	0.5	2.1	-4.0	-0.9	1.9	-0.7	5.0
CN(CC(=O)Nc1cccc(F)c1)C(=O)CN1C(=O)NC2(CCCC2)C1=O	-0.1	0.2	-0.1	-2.3	5.4	i	8.8	-0.6	.
Nc1nc(C23CC4CC(CC(Cl)(C4)C2)C3)cs1	4.9&11.0	0.0	-1.9	1.9	2.5	-0.3	4.1	-1.8	0.5
CCc1noc(C)c1C(=O)NNC(=O)c1nn(CC)c(=O)c2ccccc12	-5.9	.	-4.2	0.6	-3.5	i	-6.3	-3.5	.
Cc1cc(C(F)(F)F)c2c(n1)sc1c(O)cc(=O)[nH]c12	-6.2	0.6	-0.1	0.9	7.0	i	6.8	-2.8	2.4
Nc1nc(Nc2cccc(F)c2)nc(NCc2ccco2)c1[N+](=O)[O-]	3.0&2.0	0.7	.	2.2	-6.8	-0.7	-9.2	.	3.3
NC(=O)CNC(=O)[C@@H]1CC2(CC(c3cccc([N+](=O)[O-])c3)=NO2)CN1C(=O)c1ccccc1 (stereo partly drawn)	-0.7	-0.1	-1.1	0.2	3.1	i	-19.6	-6.9	2.1
CC(=O)NC(CC(=O)OCC(=O)NCCc1ccccc1)c1ccccc1 (stereo not drawn)	0.9	0.7	0.1	-0.4	-11.6	i	-6.1	-2.4	.
O=C(NC1CCSc2ccccc21)c1ccccc1F (stereo not drawn)	-4.0	-0.6	.	-5.0	-3.8	-0.3	-7.2	.	5.1
CCOC(=O)Nc1ccc(S(=O)(=O)NC2CCCCC2)cc1	-7.6	1.6	0.3	-0.1	5.6	-1.5	7.9	-7.7	-2.2
CC(NC(=O)CN(C)CC(=O)Nc1ccc(Cl)c(C(F)(F)F)c1)c1ccccc1 (stereo not drawn)	-4.9	-0.1	-2.2	-2.7	5.2	i	-4.1	0.3	.
O=C(NCC(=O)N(CCN1CCOCC1)C(C(=O)NC1CCCC1)c1ccccc1)c1cccs1 (stereo not drawn)	-13.2	-1.3	-0.7	1.4	2.0	-0.8	0.4	-1.4	6.3
CCCCN1C(=O)c2ccc(C(=O)Nc3c(N)n(CCCC)c(=O)n(C)c3=O)cc2C1=O	-7.1	0.5	-0.6	.	-7.2	-5.3	-3.0	4.2	3.9
CCN(Cc1ccccc1)C(=O)CCS(=O)(=O)c1ccc2c(c1)NC(=O)CO2	-1.6	1.5	1.0	1.4	3.9	-0.3	-3.2	-0.7	5.6
COc1ccc(C(=O)c2ccc(Br)cc2)c(OC)c1OC	-25.7	0.6	0.3	-0.2	26.2	1.2	8.0	-6.5	.

Looked up above:
`CCc1noc(C)c1C(=O)NNC(=O)c1nn(CC)c(=O)c2ccccc12` | PriA SSB inh: -5.9
`Cc1ccc(S(=O)(=O)N2Cc3cc(N4CCOCC4)ccc3-n3nncc3C2)cc1` | Anthrax LF prot: -12.2

Additional compounds follow.
SMILES	PriA SSB inh	PfHsp40 yeast	BoNT-A LC inh2	TcdB inh	Yp Topo-I inh	BH1578 lux ind	PrPC surface inh	Anthrax LF prot	SARS 3CLpro inh
CC(=O)Nc1cc(-c2ccc(F)cc2)cn2c(-c3ccc(F)c(Cl)c3)cnc12	.	.	0.3	0.4	3.9	-3.7	2.2	5.1	.
Cc1cccc(OCc2nnc(SCC(=O)Nc3cccc(C(=O)N4CCOCC4)c3)o2)c1C	-5.1	-0.5	0.4	-1.0	2.4	-0.2	-0.3	-1.4	-1.7
O=C(OCc1cn(-c2ccc(Cl)cc2)nn1)c1ccccc1	-13.8	1.7	0.4	.	1.1	-0.2	1.2	-7.8	-3.0
Cc1ccc(C)c(NC(=O)CN(C)C(=O)CSCc2c(C)noc2C)c1	-3.3	0.1	.	-0.3	-1.6	-0.4	2.3	.	.
NC(=O)c1nsc(C(=O)N(c2ccc3c(c2)OCO3)C(C(=O)NCC2CCCO2)c2ccc(F)cc2)c1N (stereo not drawn)	3.0	-0.2	-3.3	0.9	7.8	i	17.9	8.8	-1.9
CCN(C(=O)COC(=O)CCc1ccccc1)c1ccccc1	-11.6	0.4	1.6	0.8	25.3	i	-2.4	-1.5	4.6
COc1ccc(CNC(N)=O)cc1OC	0.4	1.0	-0.7	.	-1.2	i	4.1	-0.6	-1.1
C=CCOc1cccc(C2/C(=C(/O)c3ccc(C)cc3)C(=O)C(=O)N2CCN2CCOCC2)c1 (stereo not drawn)	.	0.7	0.1	.	1.6	-0.4	2.6	-1.4	-0.8
OC(CNCC1CCCCC1)COc1ccccc1 (stereo not drawn)	-1.0	0.6	-2.0	0.3	-6.7	-0.5	6.2	0.2	3.4
CCN(Cc1ccncc1)C(=O)c1cc(COc2c(F)cccc2F)on1	5.2	-0.3	0.0	-1.0	8.0	-0.9	0.8	-2.7	4.0
CC1(C)Cc2nc3sc4c(SCC(=O)NCc5ccco5)ncnc4c3cc2CO1	-3.9	-0.9	-0.6	.	15.0	i	11.1	-1.0	-3.5
Cc1oc(-c2ccccc2)nc1CN1C(=O)CN=C(c2ccccc2)c2ccccc21	23.3	1.2	-1.1	-0.7	29.6	-0.2	-3.8	-4.6	-4.6
CC(NC(=O)NC1CCCCC1)C(c1cccs1)N1CCN(Cc2ccccc2)CC1 (stereo not drawn)	-6.8	2.5	-0.8	1.2	2.4	i	-3.1	-6.3	-2.2
Cc1ccccc1N1C(=O)C(Cl)=C(N2CCN(c3ccccc3)CC2)C1=O	2.2	1.3	-0.8	.	19.4	i	-0.5	-0.9	4.8
COc1cc(NC(=O)c2c(F)cccc2F)c(Cl)cc1Cl	-8.1	-0.6	-1.5	0.6	9.9	-0.5	-8.6	-4.9	3.6
CCOC(=O)C1OC1(c1ccccc1)c1ccccc1 (stereo not drawn)	-11.8	1.4	0.2	-3.8	-5.4	-0.8	8.0	4.8	.
COc1ccc(C(C)(NC(C)=O)c2nc(-c3cccc(NC(C)=O)c3)cs2)cc1 (stereo not drawn)	.	.	-0.2	-0.4	15.6	-0.4	2.6	-2.9	.
COc1ccc(-c2nnc3sc(C4CCCCC4)nn23)cc1OC	-4.8	1.9	.	.	32.1	-0.4	10.9	.	2.0
O=C(C1CCC(=O)N1C1CCCCC1)N1CCC2(CC1)OCCO2 (stereo not drawn)	-8.1	0.5	0.1	-1.2	2.3	1.6	4.2	-4.5	1.4
CCC(=O)N(Cc1cc2ccccc2[nH]c1=O)c1ccc(OC)cc1	1.2	-2.3	-1.3	1.0	9.8	0.1	0.2	0.3	1.3
CCn1c(=O)n(CC(=O)NC2CCCC(C)C2C)c(=O)c2ccccc21 (stereo not drawn)	-6.3	-1.0	-0.2	.	-2.6	3.2	6.3	-0.7	-1.1
O=C1NCCc2cc3c(cc21)OCO3	-7.9	-2.1	-1.1	.	0.8	-0.3	-5.2	-1.0	4.3
Cc1oc(-c2cccc(Cl)c2)[n+]([O-])c1C	-11.3	0.2	0.3	.	-0.1	-0.3	-2.8	-2.9	-3.1
CCCCCCn1c(NCC)nc2c1c(=O)n(C)c(=O)n2C	8.3	-0.1	0.0	.	1.0	i	19.0	-5.3	1.4
CCC1NC(=O)c2cccnc2-n2c1nc1ccc(C)cc1c2=O (stereo not drawn)	.	.	0.0	0.8	3.9	-0.4	-2.7	-3.6	.

Further compounds:
SMILES	PriA SSB inh	PfHsp40 yeast	BoNT-A LC inh2	TcdB inh	Yp Topo-I inh	BH1578 lux ind	PrPC surface inh	Anthrax LF prot	SARS 3CLpro inh
Cc1nc2ccccc2c(=O)n1NC(=O)COc1ccccc1	0.7	0.0	-0.7	1.2	7.1	i	-6.2	-8.1	2.0
Cc1nn(Cc2ccc([N+](=O)[O-])cc2)c(=O)n1-c1ccccc1Cl	-1.7	-0.4	-0.4	0.7	2.7	-0.2	-0.1	0.4	-3.2
Cn1ccnc1Sc1ccc(C(N)=O)cc1[N+](=O)[O-]	-6.3	0.3	0.1	0.9	-1.1	i	-38.3	-3.6	0.6
CCOC(=O)c1cnc2ccc(C)cc2c1Sc1ccccc1C(=O)OC	1.6	-1.5	2.7	.	1.9	i	-6.0	-3.0	-1.5
CCCCn1c(N)c(N(CCC(C)C)C(=O)C2=NN(c3cc(C)ccc3C)C(=O)CC2)c(=O)[nH]c1=O	0.8	-0.7	1.2	2.4	-9.5	i	0.0	2.8	.
CCCOc1ccc(/C=C/C(=O)NC2CCCCC2)cc1	-5.4	-1.5	0.5	0.1	7.9	i	-5.2	-7.9	3.2
O=C1CN(C(=O)CSc2nnc(Nc3ccccc3)s2)c2ccccc2N1	-5.7	-0.5	1.2	.	4.4	-0.2	6.9	0.1	-0.1
Cc1cc(S(=O)(=O)Nc2ccc(C(=O)NCCCN3CCCC3=O)cc2)ccc1F	-11.5	0.1	-2.4	2.3	-10.3	i	1.1	0.3	.
CSc1nc(C)[nH]c(=O)c1C#N	0.1	0.2	0.1	0.8	1.9	-0.9	4.2	3.3	2.6
CCOC(=O)C1(CCc2ccccc2)CCN(C(=O)c2cccc(C)n2)CC1	-5.2	-0.9	-1.0	-3.7	24.8	-0.5	5.8	0.1	-3.1
COc1cc(C(=O)NNC(=O)/C=C/c2ccco2)cc(OC)c1OC	-2.2	2.5	-5.8	1.7	-0.2	0.9	-1.1	-3.2	.
C[C@H](CO)N1C[C@H](C)[C@H](CN(C)C(=O)Nc2ccc(F)cc2)Oc2c(NC(=O)c3ccc(-c4nccs4)cc3)cccc2C1=O	-1.8	3.7	0.1	.	15.5	1.0	-7.9	-11.1	.
COc1ccc(-c2nc3c4c(ncn3n2)-c2ccccc2CC42CCCC2)cc1	-11.9	-0.8	0.4	-0.6	3.9	3.1	3.7	-1.5	-2.4
COc1ccccc1-n1c(SCC(=O)N2CCCCC2)nc2cccnc21	-9.1	1.0	-0.7	.	-0.9	.	2.5	1.2	-7.8
Oc1ccc(NCc2ccc(OCc3ccccc3)cc2)cc1	7.1	.	2.7	-0.1	-10.1	-0.5	-7.8	-1.1	3.4
